pCIP destab – compounds decreasing mouse p/CIP protein stability. AID 1984. F442A p/CIP-EGFP cells, EGFP fluorescence, 16 h. Q05BA5. decrease of EGFP signal, % at 10 µM. 0.01% of 290,000 active;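 active = EGFP signal decrease of at least 30% at 10 µM or well 3 SD below plate mean, unless failing retest; inactive = the rest, including hits failing retest or dose response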; also: some compounds called inactive have numbers as strong as hits; many of its hits are not listed in these tables
SUMO HTRF inh – inhibitors of human SUMOylation (UBC9). 0.36% of 290,000 active. P63279. HTRF SUMOylation assay, SAE1/SAE2 + UBC9, in vitro. AID 2006. inhibition, % at 35 µM; in the data active = inhibition above about 50%, passing the limit was not always enough; also: strong numbers were not always called active
Target sequence (P63279 whole entry, looked up): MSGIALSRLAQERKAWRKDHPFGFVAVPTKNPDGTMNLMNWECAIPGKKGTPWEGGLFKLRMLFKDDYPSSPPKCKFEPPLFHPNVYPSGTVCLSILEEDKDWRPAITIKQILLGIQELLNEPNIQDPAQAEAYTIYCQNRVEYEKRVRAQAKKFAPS
IDE inh – inhibitors of human insulin-degrading enzyme in cells; 0.41% of 320,000 active; HEK cells, FAbetaB cleavage, fluorescence polarization; inhibition, % at 5.59 µM;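 active = percent inhibition above the average of all tested compounds plus 3 SD, set per screening campaign, cut at about 16% in these data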;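 also: IDE supplied by intact live HEK cells; FP after avidin binding of uncleaved biotin substrate so inhibition keeps polarization high; 0% = DMSO wells and 100% = 60 µM reference IDE inhibitor Ii1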
NALP1 yeast inh – blocks the NALP1 inflammasome reconstituted in yeast; S. cerevisiae NALP1/ASC/caspase-1 growth, X-gal OD620, 72 h; inhibition, % at 10 µM; 0.61% of 280,000 active; AID 2071; in the data active = inhibition mostly above about 24%, no sharp cut-off; inactive = mostly below about 32%; also: some compounds called inactive have numbers as strong as hits
MEKK3 PB1 HTS – MEKK3-MEK5 PB1 interaction, increase or decrease; Q99759; bead-based flow cytometry, Alexa488-MEK5 binding to MEKK3; actives lie on both sides; 0 = blocked by unlabeled MEK5, 100 = vehicle; binding response (% of control), % at 10 µM; 1.4% of 290,000 active; AID 1529;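 active = binding response more than 3 SD above or below the average of its plate-row segment, actives on both sides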;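 also: Alexa488 bead fluorescence after subtracting the streptavidin-only scavenger bead signal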
Target sequence (Q99759 whole entry, looked up): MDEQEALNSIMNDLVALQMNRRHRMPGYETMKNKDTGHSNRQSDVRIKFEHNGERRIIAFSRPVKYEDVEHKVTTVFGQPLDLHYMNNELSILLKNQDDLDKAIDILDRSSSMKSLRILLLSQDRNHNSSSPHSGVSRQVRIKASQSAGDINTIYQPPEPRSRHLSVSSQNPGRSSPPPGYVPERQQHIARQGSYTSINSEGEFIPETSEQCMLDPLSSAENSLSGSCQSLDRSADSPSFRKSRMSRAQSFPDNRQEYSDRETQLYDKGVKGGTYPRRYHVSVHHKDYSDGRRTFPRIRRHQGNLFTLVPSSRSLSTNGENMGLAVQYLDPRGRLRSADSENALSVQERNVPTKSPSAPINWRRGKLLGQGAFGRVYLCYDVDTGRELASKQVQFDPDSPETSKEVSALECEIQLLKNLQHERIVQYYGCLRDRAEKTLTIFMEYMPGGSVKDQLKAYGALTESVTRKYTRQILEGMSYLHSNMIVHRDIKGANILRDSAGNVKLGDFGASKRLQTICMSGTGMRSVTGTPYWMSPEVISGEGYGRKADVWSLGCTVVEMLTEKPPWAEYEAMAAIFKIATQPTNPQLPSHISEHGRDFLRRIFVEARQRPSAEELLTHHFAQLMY
MEKK2 mut-MEK5 – signal of MEK5 binding to mutant human MEKK2 PB1 domain; bead flow cytometry, Alexa488-MEK5 binding to MEKK2 mutant; percent response, % at 10 µM; 0.35% of 290,000 active; in the data active = percent response above about 24%, passing the limit was not always enough; also: inactives centre near 1; some results filed as inactive read as strong as hits; reference of the scale not given here
MEKK2wt PB1 HTS – raises or lowers MEK5 binding to wildtype human MEKK2 PB1 domain. Q9Y2U5. bead flow cytometry, Alexa488-MEK5 binding to MEKK2 WT; actives lie on both sides. binding response (% of control), % at 10 µM. 1.1% of 290,000 active. AID 1531; in the data active = binding response below about 67% or above about 130%
M18AAP inhibitor – PfM18AAP enzyme inhibition; recombinant PfM18AAP, H-Glu-NHMec fluorogenic cleavage; inhibition, % at 7.35 µM; 1.2% of 290,000 active;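 active = inhibition above the campaign mean inhibition over all tested compounds plus 3 SD, cut at about 28% in these data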;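 also: 0% = plate median of test compound wells and 100% = 2 mM ZnCl2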
IDE cell activ – boosts human insulin-degrading enzyme activity in HEK cells. FAbeta-B cleavage, fluorescence polarization; 0% vehicle, 100% cell-free pure enzyme wells. 0.073% of 340,000 active. activation, % at 5.96 µM;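 active = activation above the mean of all tested compounds plus 3 SD, set per screening campaign, cut at about 17% in these data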
* marks the source's active call; other numbers are inactive results; nt = not tested or not shown. Only part of the results is shown. The share of hits here may be higher or lower than overall.

Start of the listing, in advance, four compounds:
SMILES	pCIP destab	SUMO HTRF inh	IDE inh	NALP1 yeast inh	MEKK3 PB1 HTS	MEKK2 mut-MEK5	MEKK2wt PB1 HTS	M18AAP inhibitor	IDE cell activ
O=C(c1cnccn1)N(Cc1ccco1)C1(C(=O)NC2CCCC2)CCCCC1	-1	2	9	9	83	-7	90	-2	2
Cc1[nH]c2ccccc2c1/C=N/NC(=O)CCC(=O)NCc1ccccc1	-11	12	-3	4	96	8	64	2	-9
O=C(Nc1ccc(N2CCCC2)cc1)c1ccc([N+](=O)[O-])cc1Cl	12	2	-6	9	80	-1	97	5	2
O=C(Nc1ccccc1)c1snc2c(=O)[nH]cnc12	-10	11	6	-4	98	-7	102	5	3

All compounds of this part, repeating the preview:
SMILES	pCIP destab	SUMO HTRF inh	IDE inh	NALP1 yeast inh	MEKK3 PB1 HTS	MEKK2 mut-MEK5	MEKK2wt PB1 HTS	M18AAP inhibitor	IDE cell activ
O=C(c1cnccn1)N(Cc1ccco1)C1(C(=O)NC2CCCC2)CCCCC1	-1	2	9	9	83	-7	90	-2	2
Cc1[nH]c2ccccc2c1/C=N/NC(=O)CCC(=O)NCc1ccccc1	-11	12	-3	4	96	8	64	2	-9
O=C(Nc1ccc(N2CCCC2)cc1)c1ccc([N+](=O)[O-])cc1Cl	12	2	-6	9	80	-1	97	5	2
O=C(Nc1ccccc1)c1snc2c(=O)[nH]cnc12	-10	11	6	-4	98	-7	102	5	3
Cc1ccnc2nc(C(=O)OCCOc3ccc(F)cc3)nn12	0	-8	-2	20	101	-2	98	3	1
CC(C)(C)NC(=O)COC(=O)Cc1ccc(Cl)cc1	5	2	7	12	98	0	100	4	0
COc1ccc(-c2nnc(SCc3ccccc3)n2N)cc1	-1	-3	3	14	96	-6	97	-6	0
CCCCNC(=O)CCCCC(=O)N/N=C/c1ccccc1Cl	1	2	-2	21	93	-3	92	6	1
CCOC(=O)c1ccc(NCc2nc3ccccc3[nH]2)cc1	-8	-6	5	19	106	7	108	3	7
CCOC(=O)NN=C1c2ccccc2-c2ccccc21	3	10	nt	6	101	8	107	2	1
O=C(O)CCC(NC(=O)c1ccc(Cl)cc1)C(=O)O (stereo unspecified)	12	-11	-1	-3	105	1	102	-9	4
O=C(NCc1ccco1)c1cc2nc(-c3ccc4c(c3)OCO4)cc(C(F)(F)F)n2n1	-3	17	4	19	101	-4	91	21	3
COCCN(CCOC)C(=O)CC(=O)N(CCOC)CCOC	-3	19	1	-11	90	-7	95	-11	7
CN(C(=O)CN1C(=O)S/C(=C\c2ccc(Cl)cc2)C1=O)C1CCS(=O)(=O)C1 (stereo unspecified)	-9	-7	1	33	93	-11	91	9	-4
COc1ccc(S(=O)(=O)NN=C2CCCCC2)cc1	-16	35	4	-24	100	2	100	-6	-3

5 compounds already listed, sorted by count of non-hydrogen atoms, lowest first:
SMILES	pCIP destab	SUMO HTRF inh	IDE inh	NALP1 yeast inh	MEKK3 PB1 HTS	MEKK2 mut-MEK5	MEKK2wt PB1 HTS	M18AAP inhibitor	IDE cell activ
CCOC(=O)NN=C1c2ccccc2-c2ccccc21	3	10	nt	6	101	8	107	2	1
CCOC(=O)c1ccc(NCc2nc3ccccc3[nH]2)cc1	-8	-6	5	19	106	7	108	3	7
CCCCNC(=O)CCCCC(=O)N/N=C/c1ccccc1Cl	1	2	-2	21	93	-3	92	6	1
O=C(Nc1ccc(N2CCCC2)cc1)c1ccc([N+](=O)[O-])cc1Cl	12	2	-6	9	80	-1	97	5	2
Cc1[nH]c2ccccc2c1/C=N/NC(=O)CCC(=O)NCc1ccccc1	-11	12	-3	4	96	8	64	2	-9

(next part)
SMILES	pCIP destab	SUMO HTRF inh	IDE inh	NALP1 yeast inh	MEKK3 PB1 HTS	MEKK2 mut-MEK5	MEKK2wt PB1 HTS	M18AAP inhibitor	IDE cell activ
CCOc1ccccc1NC(=O)/C(C#N)=C/c1c(C)nn(-c2ccccc2)c1Cl	-8	-3	-3	18	96	-2	96	0	1
O=C(COc1ccccc1)N1CCc2ccccc21	6	-11	5	-2	100	-2	97	-1	3
CCC(c1nnnn1C(C)(C)C)N(CCOC)Cc1cc2cccc(C)c2n2nnnc12 (stereo unspecified)	-8	15	nt	-33	85	-3	87	-9	nt
CCCc1cc(=O)oc2cc(OCC(=O)NCCCN3CCOCC3)ccc12	-5	nt	1	29	103	1	107	-8	2
O=C(CCC(=O)Nc1ccccc1Cl)NNC(=O)NC1CCCCC1	-3	-2	4	6	97	1	101	0	11
O=S(=O)(c1ccc(-n2cnnn2)cc1)N1CCN(c2ccccc2F)CC1	-20	11	-2	10	104	3	110	6	5
CCOC(=O)c1c(C)[nH]c(C(=O)OCC(=O)N2c3ccccc3CC2C)c1C (stereo unspecified)	-8	0	2	-44	103	-1	102	4	-1
COc1ccc(N2C(=O)CC(N3CCCCC3)C2=O)cc1 (stereo unspecified)	-21	-13	-1	-3	109	0	105	-7	0
CC(=O)c1ccc(NC(=O)c2ccc3c(c2)C(=O)N(c2ccccn2)C3=O)cc1	-7	10	-1	13	97	5	98	-2	-4
Cc1cccc(C(=O)N(CCc2ccccc2)Cc2ccccc2)c1[N+](=O)[O-]	-15	-24	-2	5	102	2	98	3	-3
CCn1c(SCc2nc3ccccc3c(=O)[nH]2)nnc1-c1ccncc1	10	-8	7	3	99	0	100	0	-1
Cc1ccc(NC(=O)Nc2ccc3c(c2)CCC3)cc1C	-6	2	0	3	102	6	106	3	2
Cc1ccc(C)c(NC(=O)NCc2ccccn2)c1	0	3	-3	27	81	-15	71	-5	-2
COc1ccccc1NC(=O)Cc1nnc(SCC(=O)c2ccccc2)n1C	-9	22	7	8	104	-2	101	0	1
Cn1c(=O)c2c(ncn2CC(=O)OCC(=O)NCc2ccc(Cl)cc2)n(C)c1=O	-8	-12	13	21	82	0	95	0	3
CN(C)c1ccc(NS(=O)(=O)c2cc3c4c(c2)CC(=O)N4CCC3)cc1	-1	nt	6	30	98	-1	102	-23	8
Cn1cc(SCC(=O)N2CCCc3ccccc32)c2ccccc21	0	7	3	33	100	1	101	-6	-6
O=C(Nc1ccccc1O)c1cccc(S(=O)(=O)N2CCOCC2)c1	-14	7	-1	29*	97	-13	82	0	1
CCOC(=O)C1=C(C)NC(C)=C(C(=O)OCC)C1C(=O)OCC(=O)N(CC)C1CCS(=O)(=O)C1 (stereo unspecified)	-4	14	2	-8	100	-1	99	-9	9
CN(C)CCC(=O)c1cccc(Br)c1	-13	15	4	28	91	-11	94	0	-3
Cc1sc2nc(SCC(=O)N(C)c3ccccc3)n(C)c(=O)c2c1C	4	0	1	17	103	0	107	1	5
Cc1ccccc1NC(=O)N1CCN(S(=O)(=O)c2ccccc2)CC1	-3	-10	2	0	106	3	107	-4	3
Cc1nonc1OCCN1CCN(c2ccc([N+](=O)[O-])cc2)CC1	-4	4	3	5	95	-5	95	3	4
CCOc1cc(-c2noc(CCCC(=O)NC3CCCCC3)n2)ccc1OC	7	-7	-11	13	100	-3	101	0	0
Cc1c(OC(C)C(=O)NCC2CCC(C(=O)O)CC2)ccc2c(-c3ccccc3)cc(=O)oc12 (stereo unspecified)	-8	13	8	-5	103	4	106	5	2
N#CC(C(=O)OCc1ccccc1)c1nc2ccccc2nc1N1CCOCC1 (stereo unspecified)	-10	1	0	-6	98	-2	90	3	5
Cc1cc(C)nc(CCNC(=O)c2cc(COc3c(F)cccc3F)on2)n1	-13	-1	1	-5	106	4	102	-8	5
CC(C)(O)C#Cc1ccccc1C(=O)NC(CC(N)=O)C(=O)O (stereo unspecified)	-12	12	-3	-11	96	-8	103	3	18*
Cc1cc(N2CCN(C)CC2)nc2ccc(NC(=S)NCCN3CCc4ccccc4C3)cc12	-3	12	-7	-12	110	26	158*	3	3
Cc1ccc(-n2ncc3c2CC(C)(C)CC3NC(=O)c2ccccn2)cc1 (stereo unspecified)	4	-5	3	12	103	6	104	0	1

Two successive compounds from above, quoted:
SMILES	pCIP destab	SUMO HTRF inh	IDE inh	NALP1 yeast inh	MEKK3 PB1 HTS	MEKK2 mut-MEK5	MEKK2wt PB1 HTS	M18AAP inhibitor	IDE cell activ
O=C(c1cnccn1)N(Cc1ccco1)C1(C(=O)NC2CCCC2)CCCCC1	-1	2	9	9	83	-7	90	-2	2
Cc1[nH]c2ccccc2c1/C=N/NC(=O)CCC(=O)NCc1ccccc1	-11	12	-3	4	96	8	64	2	-9

(listing goes on)
SMILES	pCIP destab	SUMO HTRF inh	IDE inh	NALP1 yeast inh	MEKK3 PB1 HTS	MEKK2 mut-MEK5	MEKK2wt PB1 HTS	M18AAP inhibitor	IDE cell activ
CCc1nnc(NC(=O)CSc2nnc(CNC(=O)c3ccc(OC)c(OC)c3)o2)s1	-19	27	6	-28	100	0	102	42*	5
COc1ccc2oc(=O)cc(CN3CCOCC3)c2c1	0	-1	5	11	106	4	106	1	0
Clc1cccc(-c2nnc(SCc3nc4ccccc4[nH]3)n2Cc2ccco2)c1	-10	31	71*	5	93	-6	89	2	-39
Cc1ccc(NC(=O)CN2C(=O)NC3(CCCc4ccccc43)C2=O)c([N+](=O)[O-])c1 (stereo unspecified)	2	-3	0	6	97	0	100	12	6
COc1ccccc1C1CC(c2ccccc2)=NN1C(=O)c1ccccc1 (stereo unspecified)	0	-26	5	4	101	1	95	4	2
Cc1cc(-n2c(C)cc(C(=O)COc3ccc([N+](=O)[O-])cc3)c2C)no1	-8	9	7	-3	103	-4	98	-4	0
COC(=O)CC1C(=O)NCCN1C(=O)c1ccc(Cl)cc1 (stereo unspecified)	10	-6	3	21	99	-5	97	5	5
COc1cccc(NC(=O)C2CC(=O)N(C)C(=Nc3cccc(F)c3)S2)c1 (stereo unspecified)	-9	9	1	3	104	3	106	0	3
O=C(CNC(c1ccccc1)c1ccccc1)Nc1ccccc1F	9	-22	2	-40	104	3	105	2	5
CN1C(=O)CC(C(=O)O)SC1=Nc1cc(Cl)cc(Cl)c1 (stereo unspecified)	-5	-2	-1	23	92	-2	94	5	0
COc1ccc(NC(=O)c2sc3nc(Cc4ccccc4)cc(C(F)(F)F)c3c2N)cc1OC	-5	13	-2	27	159*	2	110	5	7
CCOC(=O)Cc1csc(NC(=O)c2ccc(C)o2)n1	-12	-4	1	37	97	-2	97	4	8
O=C(CSC(=S)N1CCSCC1)c1ccc(Cl)cc1	5	-6	1	4	93	-1	93	0	2
O=C(Cn1c(CO)nc2ccccc21)Nc1ccccc1Cl	15	4	-2	18	98	-5	99	3	9
Cn1c(C(=O)NC2CCCCC2)cc2c(=O)n(C)c3ccccc3c21	3	18	-1	-8	103	5	108	-2	-7
